Assay outcomes: PubChem BioAssay, Sanford-Burnham Center for Chemical Genomics
CBFb-SMMHC binding: Runt domain/CBFb-SMMHC interaction disruptors – biochemical, TR-FRET (AID 1438); TR-FRET Runt domain–CBFb-SMMHC binding, biochemical; higher % means a stronger effect; one-dose inhibition, % at 20 µM; IC50 in µM for titrated hits; 2,200 tested, 2% active; in the data active = inhibition from about 52%, or a potency from the dose series; inactive = the rest, 99 in 100 with inhibition below about 48%
* = called active by the depositor. A portion of the library; count on the stated rates, not on these rows.

SMILES | CBFb-SMMHC binding
O=c1c2c([N+](=O)[O-])cc([N+](=O)[O-])cc2sn1-c1ccc(Br)cc1 | 13%
CC(=O)c1sc(Nc2nc3ccc(F)cc3s2)nc1C | -2%
S=c1[nH]nc(-c2cc3c(s2)-c2ccccc2CC3)o1 | 30%
CCNC(=O)c1cc2c(=O)n3cccc(C)c3nc2n(CCc2ccccc2)c1=N | 26%
COc1ccc(C2C(C#N)=C(N)Oc3cc(N)ccc32)cc1OC (configuration not stated) | -7%
N#Cc1cc2cc3c(cc2nc1N1CCCCC1)OCCO3 | 28%
CCN1CCN(Cc2c(O)ccc3c2O/C(=C\c2ccc(C)cc2)C3=O)CC1 | -8%
O=c1oc(-c2cccs2)nc2sc3c(c12)CCC3 | 4%
CCOC(=O)c1ccc(-n2c(O)c(/C=N/NC(=O)C3COc4ccccc4O3)c3ccccc3c2=O)cc1 (configuration not stated) | 28%
CCOC(=O)C1=C(CSc2nc3c(cc2C#N)CN(C)CC3)OC(N)=C(C#N)C1c1ccc(F)cc1 (configuration not stated) | 22%
CCc1cc(C(=O)Cc2nc3ccccc3s2)c(O)cc1OCC(=O)O | -9%
COCCCNC(=O)CCCn1c(=O)c2ccccc2n(CC(=O)Nc2c(C)cccc2C)c1=O | -5%
O=S(=O)(Nc1cc(Sc2ncn[nH]2)c(O)c2ccccc12)c1ccccc1 | -4%
Cc1sc2nc3ccc(NCc4ccco4)nn3c(=O)c2c1C | 31%
Cc1snc(SCC(=O)c2ccc([N+](=O)[O-])cc2)c1C#N | -9%
N=c1c(S(=O)(=O)c2ccccc2)cc2c(=O)n3ccccc3nc2n1CC1CCCO1 (configuration not stated) | 22%
CCCCN1C=C(C(=O)OC)C(c2ccccc2Cl)C(C(=O)OC)=C1 | 6%
COc1ccc(OC)c(C2C3=C(CCCC3=O)Nc3c2c(=O)n(C)c(=O)n3C)c1 (configuration not stated) | 1%
Cc1ncc(CO)c(/C=N/NC(=O)c2ccc(Br)cc2)c1O | 18%
CCCCc1cc(=O)oc2c(CN(C)C)c(O)ccc12 | 6%
Cc1cc2c(C)cc(=O)oc2c2c1NCCC2 | 1%
CC(C)c1[nH]nc2c1C1(CCN(Cc3ccccc3)CC1)C(C#N)=C(N)O2 | 2%
Cn1cccc1C1Nc2ccccc2NC2=C1C(=O)CC(C)(C)C2 (configuration not stated) | 2%
COC(=O)C1=CN(Cc2ccc(OC)cc2)C=C(C(=O)OC)C1c1ccsc1 | 10%

Compounds listed so far that contain bromine, in the order listed:
SMILES | CBFb-SMMHC binding
O=c1c2c([N+](=O)[O-])cc([N+](=O)[O-])cc2sn1-c1ccc(Br)cc1 | 13%
Cc1ncc(CO)c(/C=N/NC(=O)c2ccc(Br)cc2)c1O | 18%

Next part.
SMILES | CBFb-SMMHC binding
Cc1ccc(C2C3CN(C(C)C)CC=C3C(C#N)=C(N)C2(C#N)C#N)cc1 (configuration not stated) | 34%
CSc1sc(C)cc1C1C(C#N)=C(N)N(c2cccnc2)C2=C1C(=O)CCC2 (configuration not stated) | -4%
CC(C)c1ccc(/C=C(/C#N)c2nnc(NC(=O)c3ccccc3)s2)cc1 | 14%
CCCN(CCC)c1nc(C)cc(C(C#N)c2nc3ccccc3o2)n1 (configuration not stated) | -1%
CC(C)N1CCc2c(sc(N)c2C#N)C1 | 3%
COc1ccc(N=c2ssnc2Cl)cc1 | -30%
Cn1c(C(=O)N2CCc3ccccc3C2)cc2c(=O)n3ccccc3nc21 | -3%
COc1ccc(C2C3=C(CC(C)(C)CC3=O)Nc3c2c(=O)[nH]c(=O)n3Cc2ccccc2)cc1OC (configuration not stated) | 31%
CCN1/C(=C2\OC(=S)N(C)C2=O)Sc2ccccc21 | 12%
Cc1ccc2nc3c(cc2c1)c(NC(=O)c1ccccn1)nn3CC(C)C | 20%
Cc1ccc(N=Cc2cc3c(cc2O)OC(N)=C(C#N)C3c2ccccc2)cc1 (configuration not stated) | -1%
O=C(Cc1cc(=O)oc2cc(O)ccc12)NCC1CCC(C(=O)O)CC1 (configuration not stated) | 9%
CCCCC1C(C#N)=C(C)NC2=C1C(=O)CC(C)(C)C2 (configuration not stated) | 42%
Cc1cccn2c(=O)c(/C=C(\C#N)C(=O)NCc3ccco3)c(N3CCCCC3)nc12 | 42%
C=CCc1c(O)c(CC)cc2c(C)cc(=O)oc12 | -9%
CCn1c(C)c(C(C)=O)c(N2CCN(c3ccccn3)CC2)nc1=S | 2%
CCCCn1c(N)c(C(=O)OCCOC)c2nc3ccccc3nc21 | -7%
CC(=O)c1ccc(Sc2ccccn2)c([N+](=O)[O-])c1 | -7%
CCC(=O)Nc1c(S(=O)(=O)c2ccccc2)c2nc3ccccc3nc2n1C(C)c1ccccc1 (configuration not stated) | 43%
CCOP(=O)(OCC)C(NC(=O)Nc1ccc(C)cc1)C(N)=O (configuration not stated) | -144%
OCC(CO)(CO)n1cnnn1 | -3%
CC(=O)Oc1cc2oc(=O)cc(C)c2cc1Cl | -5%
COC(=O)CCc1c(C)c(C#N)c2nc3ccccc3n2c1N1CCCC1 | 29%
Cc1cc(C)c2c(N)c3cccc(C)c3nc2n1 | 30%
CCN(CC)c1ccc2c(C)c(-c3ccc(N)cc3)c(=O)oc2c1 | 34%
CN1CCc2c(sc3c2C(=O)NC(c2ccc(-c4cccc(Cl)c4)o2)N3)C1 (configuration not stated) | -14%
S=C(NCCC1=CCCCC1)Nc1ccc(Cl)cc1 | -1%
CCCCn1c(=O)nc2n(-c3ccc(C)cc3)c3ccccc3cc-2c1=O | 19%
Cc1cccc(OCCCC(=O)NC(C)C)c1 | -8%
Cc1ccc(C)c(-n2c(=O)c(C#N)cc3c(=O)n4ccccc4nc32)c1 | 1%
C=CCn1c(=N)c(C(=O)NCCCOC)cc2c(=O)n3cc(C)ccc3nc21 | 3%
COc1ccc2cc(-c3cc(C(=O)OCC(=O)NC4CCS(=O)(=O)C4)c4ccccc4n3)ccc2c1 (configuration not stated) | 42%
O=C1C2C3C=CC(CO)(O3)C2C(=O)N1c1ccc(-c2ccccc2)cc1 (configuration not stated) | 27%
CN1CCCN(C(=O)Cc2c(Cl)cccc2Cl)c2nc3ccccc3nc21 | 2%
CCN(CC)c1ccc(/C=C(\C#N)C(=O)NCc2ccccc2)cc1 | -33%
O=c1c2ccccc2sn1-c1nccs1 | -7%

2 records drawn at random from those above:
SMILES | CBFb-SMMHC binding
Cc1ccc2nc3c(cc2c1)c(NC(=O)c1ccccn1)nn3CC(C)C | 20%
CCCCN1C=C(C(=O)OC)C(c2ccccc2Cl)C(C(=O)OC)=C1 | 6%

Later entries
SMILES | CBFb-SMMHC binding
CC(C)OC(=O)CSc1nnc2n1C(C)(C)Cc1ccccc1-2 | 9%
COc1ccc(C2C3=C(CC(C)(C)CC3=O)N(C)C3=C2C(=O)CC(C)(C)C3)cc1 | -142%
CCCCOCCCn1c(N)c(C(=O)OCCOC)c2nc3ccccc3nc21 | 35%
COc1cccc2cc(C(=O)N3CCN(C45CC6CC(CC(C6)C4)C5)CC3)c(=O)oc12 | -2%
CCCCn1c(=O)nc2n(-c3ccccc3)c3ccccc3cc-2c1=O | 31%
CCOc1cc(NC(=O)c2ccccn2)c(OCC)cc1NC(=O)c1cccc(C)c1 | -11%
O=C(Nc1ccc(Nc2ccncc2)cc1)c1ccc(Nc2ccnc3ccc([N+](=O)[O-])cc23)cc1 | 14%
CC(=O)c1ccc(Nc2c3c(c(C#N)c4nc5ccccc5n24)CCC3)cc1 | 48%
c1ccc(CNn2nnnc2-c2ccccc2)cc1 | -12%
COC(=O)C1=CN(Cc2cccs2)C=C(C(=O)OC)C1c1ccc(OC)cc1OC | -11%
CSc1nc(NCC(C)C)c2c3c(sc2n1)CN(C)CC3 | 38%
COc1ccc(C2CC(=O)N3CN(c4ccc(C)c(Cl)c4)CSC3=C2C#N)cc1OC (configuration not stated) | 25%
CN(C)CCCNS(=O)(=O)c1ccc(N2CCC(c3ccc(Cl)cc3)=N2)cc1 | 6%
O=c1cc(-c2ccc(O)cc2)oc2cc(O)c(C3OC(CO)C(O)C(O)C3O)c(O)c12 (configuration not stated) | -6%
Cc1cccc(C(=O)N=c2c(C#N)cc3c(=O)n4cccc(C)c4nc3n2Cc2ccco2)c1 | 6.5µM*
Cc1ccc2cc(C#N)c(N3CCCC3)nc2c1C | 15%
CC1=C(C(=O)OCC2CCCO2)C(c2ccccc2OC(C)C)C2=C(CC(c3ccco3)CC2=O)N1 (configuration not stated) | 49%
COCCn1nnnc1CN1CCC(O)(c2cccc(C(F)(F)F)c2)CC1 | -6%
Cc1ccccc1-n1c(=O)c(C#N)cc2c(=O)n3ccccc3nc21 | 24%
Fc1cccc(NC(=S)NNc2c3ccccc3nc3ccccc23)c1 | -8%
CN1CCc2c(sc3c2C(=O)NC(c2cccc(OC(=O)c4cccs4)c2)N3)C1 (configuration not stated) | 3%
Cc1c(Cl)sn(-c2ccc(Cl)cc2)c1=O | -15%
C=CCOC(=O)C(C#N)c1nc2ccccc2nc1N1CCN(Cc2ccccc2)CC1 (configuration not stated) | 23%
Cc1ccc(NC(=S)C2=C(O)c3sccc3N(C)S2(=O)=O)cc1 | 18%
CCOC(=O)c1cc2c(=O)n3cccc(C)c3nc2n(Cc2ccco2)c1=NC(=O)c1cccnc1 | 50%
CN=Cc1sc2ccccc2c1O | -4%
CC(=O)c1ccc(/C=C/c2nc3ccccc3n2C)o1 | 4%
CCOc1ccc2nc(NCCCNS(=O)(=O)c3ccc(C)cc3)c(C#N)cc2c1 | 38%
COc1ccc2ccccc2c1C(O)c1nccn1C (configuration not stated) | -10%
Cc1ccccc1Oc1nc2c(C)cccn2c(=O)c1/C=C(\C#N)C(=O)NC1CCS(=O)(=O)C1 (configuration not stated) | -12%
N#Cc1c(-c2ccc(Cl)cc2)c2c([nH]c1=O)-c1ccccc1OC2 | 48%
Cc1ccc(NS(=O)(=O)c2cn(C)cn2)cc1 | 1%
NC(=O)c1ccc(Oc2cccc3cccnc23)c([N+](=O)[O-])c1 | -16%
Cc1cc(=O)oc2cc(OC(=O)c3cncc(Br)c3)ccc12 | -4%
Oc1c(C=NCc2ccncc2)sc2ccccc12 | 14%
CS(=O)(=O)C1=NSC2=NC(=O)/C(=C\c3ccc(-c4ccccc4)o3)C(=N)N21 | -6%
Cc1cc(=O)oc2c(CN3CC(C)OC(C)C3)c(O)c(Cl)cc12 (configuration not stated) | -13%
CCN(CC)c1ccc(/C=N/NC(=O)c2cccc(S(=O)(=O)N3CCOCC3)c2)c(O)c1 | -19%
CC(C)N1CC=C2C(C#N)=C(N)C(C#N)(C#N)C(c3ccccc3)C2C1 (configuration not stated) | 36%
CCOC(=O)c1cc2c(=O)n3ccccc3nc2n(C(C)C)c1=NC(=O)c1ccncc1 | 47%
CS(=O)(=O)c1sc2nc(-c3ccccc3)cc(-c3ccccc3)c2c1N | 11%
COCCCn1c(=NC(=O)c2ccccc2)c(C#N)cc2c(=O)n3cccc(C)c3nc21 | 15%
CCn1cc(C2C3=C(CC(C)(C)CC3=O)N(c3ccccc3)C3=C2C(=O)CC(C)(C)C3)c(C)n1 | 20%
CC1=CC(c2ccc(Cl)cc2)n2nc(NS(=O)(=O)c3ccc(C)cc3)nc2N1 (configuration not stated) | 31µM*
COc1ccc(-c2cc(C(F)F)n3ncc(C(=O)NCC4CCCO4)c3n2)cc1 (configuration not stated) | -10%
CCCn1nc(NC(=O)c2cccs2)c2cc3cc(OC)ccc3nc21 | 13%
Cc1cccc(NC(=S)N(CCCN2CCOCC2)C(C)c2cc3ccccc3o2)c1 (configuration not stated) | 17%
CCCn1nc(NC(=O)C2CCCO2)c2cc3cc(C)ccc3nc21 (configuration not stated) | 29%
COC(=O)c1ccncc1N | -8%
COc1cccc(-n2c(Cn3nc(C(F)(F)F)cc3C)n[nH]c2=S)c1 | -3%
CN1c2ccsc2C(O)=C(C(=S)Nc2ccccc2)S1(=O)=O | 40%
Cc1ccc(CNC(=O)CSc2nc(C)cc(C)c2C#N)cc1 | -12%
O=C(O)c1ccccc1-c1ccc(/C=C/c2cc(C(F)(F)F)[nH]c(=O)n2)o1 | -6%
Cc1cc(C)c2c(=O)n(CC(=O)Nc3cccc(F)c3)sc2n1 | -10%
CN(C)c1ccc(/C=C2\CC3C4CC=C5CC(O)CCC5(C)C4CCC3(C)C2=O)cc1 (configuration not stated) | 4%
N#Cc1c(-c2cccc(Br)c2)cc(-c2ccco2)[nH]c1=O | -11%
O=C(Nc1nc2c(s1)CN(Cc1ccccc1)CC2)C1CCC1 | 43%
CCN1CCc2c(sc(NC(=O)CN3C(=O)c4ccccc4C3=O)c2C(N)=O)C1 | -9%
Cc1c(/C=C/C(=O)c2ccc(Cl)s2)cnn1C | 19%
Nc1cccc2c1C(=O)N(Cc1cccc(Cl)c1)C2=O | 3%

Of the compounds above, these contain an NH in an aromatic ring.
SMILES | CBFb-SMMHC binding
S=c1[nH]nc(-c2cc3c(s2)-c2ccccc2CC3)o1 | 30%
O=S(=O)(Nc1cc(Sc2ncn[nH]2)c(O)c2ccccc12)c1ccccc1 | -4%
CC(C)c1[nH]nc2c1C1(CCN(Cc3ccccc3)CC1)C(C#N)=C(N)O2 | 2%
COc1ccc(C2C3=C(CC(C)(C)CC3=O)Nc3c2c(=O)[nH]c(=O)n3Cc2ccccc2)cc1OC (configuration not stated) | 31%
N#Cc1c(-c2ccc(Cl)cc2)c2c([nH]c1=O)-c1ccccc1OC2 | 48%
COc1cccc(-n2c(Cn3nc(C(F)(F)F)cc3C)n[nH]c2=S)c1 | -3%
O=C(O)c1ccccc1-c1ccc(/C=C/c2cc(C(F)(F)F)[nH]c(=O)n2)o1 | -6%
N#Cc1c(-c2cccc(Br)c2)cc(-c2ccco2)[nH]c1=O | -11%

Next section.
SMILES | CBFb-SMMHC binding
N=c1c2c(n(Cc3ccc(Cl)c(Cl)c3)c3c1CCC3)CCCC2 | -11%
CN(C)CCCNC(=S)NCCNc1nc2cc3c(cc2cc1C#N)OCO3 | -12%
COC(=O)C/C=C/[C@@H](C)[C@@H](/C=N/OC[C@@H](C)[C@H](OCc1ccccc1)C(C)C)NS(=O)(=O)c1ccc(C)cc1 | -20%
Nc1nc(N)c2nc(-c3ccccc3)c(N)nc2n1 | 34%
